Compound activity as filed in PubChem.
SENP7 inh – blocks the human protease SENP7. AID 434973. inhibition, % at 5 µM. Q9BQF6. actives 1.5% (n = 330,000). recombinant SENP7, Z-RLRGG-aminoluciferin luminescence, 40 min;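 active = inhibition above about 50% at the single test dose, limit read from the data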;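 also: plate controls were DMSO with enzyme for no effect and no enzyme buffer wells for full effect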
Target sequence (Q9BQF6 706-1050 limits assumed): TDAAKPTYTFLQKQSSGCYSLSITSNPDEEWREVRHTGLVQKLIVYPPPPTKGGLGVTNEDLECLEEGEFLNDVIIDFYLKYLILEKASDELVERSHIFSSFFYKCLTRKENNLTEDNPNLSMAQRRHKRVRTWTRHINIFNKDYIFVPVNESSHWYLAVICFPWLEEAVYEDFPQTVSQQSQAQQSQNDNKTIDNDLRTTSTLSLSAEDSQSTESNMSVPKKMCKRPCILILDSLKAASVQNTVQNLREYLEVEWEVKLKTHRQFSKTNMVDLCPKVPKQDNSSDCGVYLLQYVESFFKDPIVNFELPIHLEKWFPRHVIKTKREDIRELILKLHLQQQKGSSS
SENP6 block – blocks the human protease SENP6; Q9GZR1; Recombinant SENP6 catalytic domain, aminoluciferin luminescence; inhibition, % at 10 µM; actives 1.8% (n = 330,000);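 active = inhibition above about 50% at the single tested dose, limit read from the data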;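 also: plate controls were DMSO wells with enzyme for no effect and DMSO wells lacking enzyme for full effect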
Target sequence (Q9GZR1 628-1112 limits assumed): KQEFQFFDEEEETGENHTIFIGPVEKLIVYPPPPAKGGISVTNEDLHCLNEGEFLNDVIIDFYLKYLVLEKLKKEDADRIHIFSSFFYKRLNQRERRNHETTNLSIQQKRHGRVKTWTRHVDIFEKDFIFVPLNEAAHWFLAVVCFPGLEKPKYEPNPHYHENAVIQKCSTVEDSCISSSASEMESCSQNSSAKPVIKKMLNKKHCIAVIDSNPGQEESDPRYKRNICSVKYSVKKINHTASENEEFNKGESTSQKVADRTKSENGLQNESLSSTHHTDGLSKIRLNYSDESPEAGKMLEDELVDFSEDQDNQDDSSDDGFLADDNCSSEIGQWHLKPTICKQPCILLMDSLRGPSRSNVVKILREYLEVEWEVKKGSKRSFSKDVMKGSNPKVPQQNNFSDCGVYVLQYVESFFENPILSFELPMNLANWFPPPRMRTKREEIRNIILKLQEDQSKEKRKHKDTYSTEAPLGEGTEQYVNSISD
SENP8 block-1 – SENP8 (human) protease inhibition; Q96LD8; recombinant SENP8, Nedd8 substrate fluorescence; inhibition, % at 20 µM; actives 0.64% (n = 360,000); AID 602440; in the data active = inhibition mostly above about 40%, no sharp cut-off; inactive = mostly below about 27%
Target sequence (Q96LD8 whole entry, looked up): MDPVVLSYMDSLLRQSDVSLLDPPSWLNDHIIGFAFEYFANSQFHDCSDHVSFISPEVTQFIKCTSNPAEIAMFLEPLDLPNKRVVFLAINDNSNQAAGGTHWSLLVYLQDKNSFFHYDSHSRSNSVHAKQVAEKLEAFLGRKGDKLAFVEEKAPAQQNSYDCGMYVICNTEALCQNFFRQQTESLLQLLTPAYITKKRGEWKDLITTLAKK
HKDC1 inhibitor – blocks human hexokinase HKDC1 activity; recombinant HKDC1, G6PDH/diaphorase resazurin coupled fluorescence; actives 0.16% (n = 340,000); inhibition, % at 20 µM; Q2TB90; AID 493160;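 active = inhibition above about 35% when tested at 20 µM, limit read from the data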;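 also: plate controls were DMSO wells with enzyme for no effect and DMSO wells lacking enzyme for full effect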
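Incubation: 90 min at room temperature in dark / Material: recombinant HKDC1 (HK5) hexokinase enzyme, produced in-house / Quantity: enzyme 5 µg/mL final / Compound: one dose of 20 µM, 1% DMSO / Reagent: glucose and ATP substrates / Buffer or medium: Tris pH 8.0 buffer with MgCl2, Tween-20, BSA, BME / Technique: resorufin fluorescence at 613 nm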
PfG6PD inh – PfG6PD (Plasmodium falciparum) enzyme inhibition | PfGluPho enzyme, NADPH resazurin-diaphorase fluorescence | inhibition, % at 20 µM | actives 0.78% (n = 350,000) | AID 504690;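 active = inhibition reaching at least a set limit at 20 µM in the primary screen, cut at about 59% in these data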;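 also: 0% = DMSO wells with substrate and 100% = DMSO wells lacking glucose-6-phosphate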
SENP8 block-2 – blocks the human protease SENP8; Q96LD8; purified SENP8, Z-RLRGG-aminoluciferin cleavage, luminescence; inhibition, % at 10 µM; actives 1.2% (n = 330,000); AID 2540; in the data active = inhibition above about 50%
SENP1 inh – inhibitors of human SENP1 SUMO protease catalytic domain; recombinant SENP1 catalytic domain, CyPet-SUMO1-YPet FRET cleavage; inhibition, % at 10 µM; actives 0.21% (n = 360,000); AID 624204;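 active = inhibition at least 30% at 10 µM, raw YFP signal under a set limit, fluorescence ratio 0.5 to 1.5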;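 also: 0% = enzyme with DMSO and 100% = no enzyme wells; some results filed as inactive read as strong as hits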
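system = hSENP1 catalytic domain, recombinant | reagent = SFCypet-SUMO1-SFYpet substrate at 25 nM | doses = one dose per compound, 10 µM, 0.5% DMSO | incubation = enzyme reaction for 50 min at room temperature, dark | measured by = FRET, CFP and YFP emission | controls = no-enzyme low, enzyme-DMSO high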
Apaf1 inhib – inhibitors of human Apaf-1 apoptosome. O14727. reconstituted apoptosome caspase-3 activity, DEVD-Rh110 fluorescence. inhibition, % at 20 µM. actives 0.71% (n = 330,000); active = inhibition of at least 40% at 20 µM;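 also: plate controls were DMSO wells for no effect and DEVD-CHO caspase inhibitor wells for full effect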
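Medium: Hepes buffer, pH 7.5 / System: biochemical Apaf-1 apoptosome reconstitution / Measured by: Rh110 fluorescence, excitation 480 nm, emission 540 nm / Times: compound with Apaf-1, dATP, procaspase-3 30 min, then 50 min reaction, room temperature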
Starred values were filed as active, the others as inactive; . = not tested or not shown.

SMILES	SENP7 inh	SENP6 block	SENP8 block-1	HKDC1 inhibitor	PfG6PD inh	SENP8 block-2	SENP1 inh	Apaf1 inhib
CC1=NC(=O)C(N=Nc2cccc(C(=O)O)c2)N1c1ccccc1 (configuration not stated)	-6	2	22	-2	-20	-14	2	-3
Cc1ccccc1SCC(=O)OCC(=O)NCc1ccccc1	-5	-27	-5	-5	0	-13	6	11
CC(=O)N1CCc2cc(S(=O)(=O)NC(Cc3ccccc3)C(=O)NCCN3CCCCC3C)ccc21 (configuration not stated)	1	8	5	-5	1	-3	-5	1
COc1ccccc1-c1cc(C(=O)N2CCN(c3ccccc3OC)CC2)no1	0	-19	10	-4	11	-11	-40	32
O=C(CNC(=S)N(Cc1ccccc1)Cc1cccnc1)NC1CC1	8	-3	19	-4	11	-2	3	5
Cc1ccccc1NC(=O)c1cc(N)ccc1N1CCCCC1	3	-3	-63	-11	2	0	2	-9
COc1cccc(CNC(=O)C2CCC(CNc3c(N4CCC(C)CC4)c(=O)c3=O)CC2)c1 (configuration not stated)	9	3	7	-10	-6	-4	0	-2
Cc1ccc(NC(=O)CSc2sc3c(O)cc(=O)[nH]c3c2C#N)c(F)c1	12	-17	-65	1	15	-6	-15	6
CN(C)S(=O)(=O)c1ccc(N2CCCC2)c(C(=O)N2CCN(S(=O)(=O)c3cccc(F)c3)CC2)c1	-7	-6	12	0	-6	-6	-1	8
N#Cc1c(NC(=O)CSC2=NCCS2)sc2c1CCCC2	0	-4	-5	7	-16	-15	-4	6
CC1CCC2(CC1)NC(=O)N(CC(=O)c1cn(CCC#N)c3ccccc13)C2=O (configuration not stated)	3	-17	13	2	5	-3	2	-18
Cc1cccc(NC(NC(=O)c2cccnc2)C(Cl)(Cl)Cl)c1 (configuration not stated)	8	1	5	3	1	2	0	8
Cn1c(Cn2c(=O)sc3ccccc32)nnc1SCc1ccccc1	-7	0	16	2	8	-17	4	9
CSc1ccc(/C=N/NC(=O)c2cccc(Cl)c2)cc1	96*	94*	-226	-2	30	89*	1	22
O=C(Nc1ccc(-c2nnc(-c3ccco3)o2)cc1)C(c1ccccc1)c1ccccc1	-5	-1	-412	0	-2	-3	1	11
O=c1c(Oc2ccccc2)coc2cc(O)cc(O)c12	9	-21	-8	-4	-17	0	0	-14
Cc1cnc(NC(=O)NCC2CCCC(CNC(=O)Nc3ncc(C)s3)C2)s1 (configuration not stated)	3	-16	14	-3	8	-5	2	16
Cc1c([N+](=O)[O-])c(C(=O)NC2CCCCC2)nn1C	-3	-2	1	-6	8	-3	-1	3
c1ccc(Cn2nnc3c(NCc4ccc5c(c4)OCO5)ncnc32)cc1	5	8	19	-9	-13	0	-1	-15
C=CCn1c(SCC#N)nc2ccccc2c1=O	-2	-4	9	-1	-9	-7	-1	7
O=C(Nc1ccccc1C(=O)N1CCCCC1)c1cccs1	-10	10	9	-1	-2	-9	1	1
Cc1ccc(C)c(N2CCN(S(=O)(=O)c3c(C)noc3/C=C/N(C)C)CC2)c1	-10	0	15	2	4	-8	1	22
CC(Sc1ccccc1)C(=O)NCC(c1ccco1)N1CCCCC1 (configuration not stated)	-4	-20	4	-3	9	-1	1	11
CCOCCCn1c(=NC(=O)c2ccco2)c(C(=O)OCC)cc2c(=O)n3cccc(C)c3nc21	-4	-6	-408	-3	5	-4	-34	-16
CC(C)C[C@H]1CN=C(Nc2ccccc2)N1CC(C)C	2	0	6	-1	-5	5	-2	3
Cc1ccc(NC(=O)c2ccc(Br)o2)cc1S(=O)(=O)N(C)C	0	-24	10	-8	8	1	1	-1
O=C(Oc1ccc2ccc(O)cc2c1)C1CCCCC1	3	26	-17	3	17	7	-60	9
CC(=O)N1CCCc2cc(S(=O)(=O)Nc3ccc(C)cc3C)ccc21	3	11	4	-5	-15	-5	4	4
CC(C)(CNC(=O)c1ccc(NS(=O)(=O)c2ccc(F)cc2)cc1)N1CCOCC1	-7	-4	14	-6	-23	-4	-1	1
CCOC(=O)c1c(C)[nH]c(C(=O)OCC(=O)N(CC(C)C)c2c(N)n(Cc3ccccc3)c(=O)[nH]c2=O)c1C	1	-9	-10	-2	11	11	-38	9
O=C(c1ccc(F)cc1)C1CCN(C(=O)c2ccccc2F)CC1	-11	-13	4	2	16	-9	0	-1
C/C(=N\Nc1ncc(Br)cn1)c1cccc([N+](=O)[O-])c1	19	-3	19	-5	21	-4	2	1
COCC(=O)Nc1nnc(-c2ccc(C(C)(C)C)cc2)s1	13	33	-22	-3	-15	-3	-2	5
COC(=O)C(CC(C(=O)OC)C(=O)OC)C(=O)OC	7	-2	14	-6	-2	-4	1	-7
O=c1[nH]cc(S(=O)(=O)c2ccccc2)[nH]1	4	4	8	-4	-6	6	2	6
COCCN1C(=O)c2cc(C(=O)Nc3cccc(F)c3)ccc2C1Nc1cccc(F)c1 (configuration not stated)	3	-4	3	-3	0	9	0	-3
CCOC(=O)CSc1nnc(CCCCCN2C(=O)c3cccc4cccc(c34)C2=O)o1	-1	5	-105	-13	3	-5	0	35
C=C(C)CNC(=S)NNC(=O)c1ccco1	-10	-14	4	10	5	-8	1	-1
COc1cc2ncnc(Nc3ccc4c(c3)OCO4)c2cc1OC	-7	-36	-27	1	14	1	2	0
COc1cccc(C2c3c(oc4ccccc4c3=O)C(=O)N2CCCN2CCOCC2)c1 (configuration not stated)	-1	-4	-9	-13	-12	2	0	2
O=C(CSc1nnc(CNC(=O)c2cccs2)o1)NCCc1ccccc1	-1	-8	25	-6	-4	6	1	-6
CCOc1ccc(NC(=O)COc2nsnc2N2CCCCC2)cc1	5	-9	13	5	-2	2	-1	12
O=[N+]([O-])c1cccc(/C=N\N2CCN(Cc3ccccc3Cl)CC2)c1	-6	-18	32	2	10	-14	0	26
Cc1ccc(/C=C/C(=O)O)cc1S(=O)(=O)N1CCc2ccccc21	-3	-10	17	-8	-11	-10	-3	9
Cc1ccc(NC(=O)CCC(=O)N/N=C/c2coc3ccc(F)cc3c2=O)cc1	-2	-4	-5	1	5	-5	-1	-17
CCOC(=O)c1c(NC(=O)CSc2ncn[nH]2)sc(C(C)=O)c1C	-4	-5	-8	1	15	7	2	0
O=C(NCc1ccccc1)NC1CCCCC1	1	-5	6	0	-12	-8	1	-9
O=C(O)CC(C(=O)Nc1ccc(Cl)cc1)N1CCCCCC1 (configuration not stated)	0	-42	3	0	5	16	-4	-4
CN(C)C(=O)C[n+]1ccc(C(N)=O)cc1	4	-10	24	-5	-7	3	1	-14
CCOC(=O)N1CCN(Cc2nc3c(c(=O)n(C)c(=O)n3C)n2Cc2cccc(C)c2)CC1	-8	7	-6	2	-4	-8	-4	-4
(next part)
SMILES	SENP7 inh	SENP6 block	SENP8 block-1	HKDC1 inhibitor	PfG6PD inh	SENP8 block-2	SENP1 inh	Apaf1 inhib
Cc1ccc2cccc(OC(=O)/C=C\c3ccccc3)c2n1	-9	8	17	0	6	-15	2	15
COc1ccccc1NS(=O)(=O)c1cccc(C(=O)N/N=C/c2ccc([N+](=O)[O-])o2)c1	0	11	35	1	12	12	-14	14
CCOC(=O)N1CCC(NS(=O)(=O)c2ccc(C)c(Cl)c2)CC1	-4	-20	10	-2	-11	-3	-1	-2
COC(=O)c1ccc(NC(=O)c2cnc3scc(C)n3c2=O)cc1	5	-4	.	.	.	-4	.	6
CN1CCN(C(=O)c2ccc(NS(=O)(=O)c3cccc([N+](=O)[O-])c3)cc2)CC1	1	-3	11	-3	-3	-2	4	8
O=c1c2sc3nc(N4CCOCC4)c4c(c3c2ncn1-c1ccccc1)CCCC4	-1	5	-428	8	-5	-1	1	24
CCCOc1ccc(C(=O)Nc2ccc(S(=O)(=O)Nc3cc(C)nc(C)n3)cc2)cc1	2	-5	2	2	-37	-6	-1	1
O=Cc1cc([N+](=O)[O-])ccc1N1CCN(Cc2ccc3c(c2)OCO3)CC1	6	9	9	1	5	2	0	6
O=C1NC(c2ccccc2)(C(F)(F)F)C(=O)N1Cc1cccnc1 (configuration not stated)	-10	-2	18	-4	-3	-7	1	-1
COc1ccc(-c2nn(C)c(=O)c3ccccc23)cc1CNS(C)(=O)=O	2	-9	-6	-6	14	-7	2	-7
CC(C)C(=O)Nc1nnc(S(=O)(=O)N(C)c2ccc(Cl)cc2)s1	9	2	8	-7	-12	-5	3	2
O=C(CSc1ncnc2scc(-c3ccccc3)c12)N1CCN(Cc2ccc3c(c2)OCO3)CC1	7	5	0	-13	2	-6	-2	1
COC1=C(Nc2ccc(O)cc2)C(=O)c2ccccc2C1=O	12	23	2	11	12	8	2	11
CC(NC(=O)CNC(=O)c1cccs1)c1cccc(C(F)(F)F)c1 (configuration not stated)	-15	-13	3	-1	-5	8	3	-4
Cc1ccc(SCCC(=O)N2CCOCC2)cc1	3	-14	24	-2	-5	-1	0	-21
N#Cc1ccccc1OCC(=O)N1CCc2ccccc2C1	2	-6	16	14	-1	2	2	0
O=C(COC(=O)c1ccc2c(c1)OCO2)NCc1ccc(Cl)cc1	6	8	8	0	-11	-2	1	10
N#CC1=C(N)Oc2n[nH]c(-c3ccccc3)c2C1c1cccnc1 (configuration not stated)	-13	-5	17	3	15	-5	0	2
O=C(Nc1ccc(OC(F)(F)F)cc1)Nc1cccc([N+](=O)[O-])c1	24	56*	14	25	46	28	3	18
Cc1ncc([N+](=O)[O-])n1CCOC(=O)Nc1ccc(Cl)c(Cl)c1	6	2	24	2	4	1	0	11

Shown with bars between the fields: entries from further up
SMILES | SENP7 inh | SENP6 block | SENP8 block-1 | HKDC1 inhibitor | PfG6PD inh | SENP8 block-2 | SENP1 inh | Apaf1 inhib
O=C(CNC(=S)N(Cc1ccccc1)Cc1cccnc1)NC1CC1 | 8 | -3 | 19 | -4 | 11 | -2 | 3 | 5
CN1CCN(C(=O)c2ccc(NS(=O)(=O)c3cccc([N+](=O)[O-])c3)cc2)CC1 | 1 | -3 | 11 | -3 | -3 | -2 | 4 | 8
O=C(Nc1ccc(-c2nnc(-c3ccco3)o2)cc1)C(c1ccccc1)c1ccccc1 | -5 | -1 | -412 | 0 | -2 | -3 | 1 | 11
CC(C)(CNC(=O)c1ccc(NS(=O)(=O)c2ccc(F)cc2)cc1)N1CCOCC1 | -7 | -4 | 14 | -6 | -23 | -4 | -1 | 1

Further entries.
SMILES	SENP7 inh	SENP6 block	SENP8 block-1	HKDC1 inhibitor	PfG6PD inh	SENP8 block-2	SENP1 inh	Apaf1 inhib
O=C(COC(=O)c1ccc(O)cc1O)Nc1cc(-c2ccccc2)nn1-c1ccccc1	-4	-4	-33	-1	6	-11	-14	4
C[C@@]12C(=O)N(c3cccc(F)c3)C(=O)N1[C@@H]1c3ccccc3OC[C@@H]1[C@H]2c1ccccc1	0	-11	8	1	20	2	1	22
COc1ccccc1Oc1c(C)oc2c(CN3CCN(CCO)CC3)c(O)ccc2c1=O	0	-19	.	-6	-9	6	.	9
NNC(=O)c1ccc(Cn2cc(Cl)cn2)o1	-10	-17	10	-2	8	0	3	1
O=C(COc1ccccc1Cl)Nc1ccc(S(=O)(=O)Nc2ccccn2)cc1	0	-15	-178	-2	-20	-3	1	4
CCOC(=O)C(C)Sc1ncc(-c2ccccc2)cn1 (configuration not stated)	-3	-23	9	1	-14	2	-1	12
CCN(CC(=O)Nc1c(F)cccc1F)C(=O)c1ccc(OCc2c(C)noc2C)cc1	-7	-17	5	-1	-7	-18	2	1
Cc1cccc(C)c1NC(=O)C1CCCN1S(=O)(=O)c1ccccc1 (configuration not stated)	6	-5	2	-7	2	9	1	5
